# Assay outcomes deposited in PubChem BioAssay by several laboratories.
# M18AAP inhibitor = blocks P. falciparum M18 aspartyl aminopeptidase. recombinant PfM18AAP, H-Glu-NHMec fluorogenic cleavage. inhibition, % at 7.35 µM. 290,000 compounds, 1.2% hits. AID 1822;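 active means inhibition above the campaign mean inhibition over all tested compounds plus 3 SD, cut at about 28% in these data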;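 further: 0% = plate median of test compound wells and 100% = 2 mM ZnCl2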
# MEKK3 PB1 HTS = modulators (inhibitors or enhancers) of MEK5 binding to human MEKK3 PB1 domain. binding response (% of control), % at 10 µM. bead-based flow cytometry, Alexa488-MEK5 binding to MEKK3; actives lie on both sides; 0 = blocked by unlabeled MEK5, 100 = vehicle. Q99759. 290,000 compounds, 1.4% hits;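 active means binding response more than 3 SD above or below the average of its plate-row segment, actives on both sides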;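 further: Alexa488 bead fluorescence after subtracting the streptavidin-only scavenger bead signal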
# MEKK2 WT-MEK5 = raises or lowers MEK5 binding to wildtype human MEKK2 PB1 domain; bead flow cytometry, Alexa488-MEK5 binding to MEKK2 WT; actives lie on both sides; binding response (% of control), % at 10 µM; Q9Y2U5; 290,000 compounds, 1.1% hits; in the data active means binding response below about 67% or above about 130%
# pCIP destab = compounds decreasing mouse p/CIP protein stability; Q05BA5; F442A p/CIP-EGFP cells, EGFP fluorescence, 16 h; decrease of EGFP signal, % at 10 µM; 290,000 compounds, 0.01% hits;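 active means EGFP signal decrease of at least 30% at 10 µM or well 3 SD below plate mean, unless failing retest; inactive means the rest, including hits failing retest or dose response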; further: some compounds called inactive have numbers as strong as hits; many of its hits are not listed in these tables
# MEKK2mut PB1 HTS = signal of MEK5 binding to mutant human MEKK2 PB1 domain; bead flow cytometry, Alexa488-MEK5 binding to MEKK2 mutant; percent response, % at 10 µM; 290,000 compounds, 0.35% hits; AID 1530; in the data active means percent response above about 24%, passing the limit was not always enough; further: inactives centre near 1; some results filed as inactive read as strong as hits; reference of the scale not given here
# IDE inh = inhibitors of human insulin-degrading enzyme in cells; 320,000 compounds, 0.41% hits; HEK cells, FAbetaB cleavage, fluorescence polarization; inhibition, % at 5.59 µM;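 active means percent inhibition above the average of all tested compounds plus 3 SD, set per screening campaign, cut at about 16% in these data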;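 further: IDE supplied by intact live HEK cells; FP after avidin binding of uncleaved biotin substrate so inhibition keeps polarization high; 0% = DMSO wells and 100% = 60 µM reference IDE inhibitor Ii1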
# NALP1 inh = inhibitors of NALP1 inflammasome in yeast. S. cerevisiae NALP1/ASC/caspase-1 growth, X-gal OD620, 72 h. inhibition, % at 10 µM. 280,000 compounds, 0.61% hits; in the data active means inhibition mostly above about 24%, no sharp cut-off; inactive means mostly below about 32%; further: some compounds called inactive have numbers as strong as hits
# IDE cell activ = IDE (human) activation, cell-based; P14735; HEK cells, FAbeta-B cleavage, fluorescence polarization; 0% vehicle, 100% cell-free pure enzyme wells; activation, % at 5.96 µM; 340,000 compounds, 0.073% hits; AID 493087;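 active means activation above the mean of all tested compounds plus 3 SD, set per screening campaign, cut at about 17% in these data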
# SUMO HTRF inh = blocks human SUMOylation mediated by UBC9. HTRF SUMOylation assay, SAE1/SAE2 + UBC9, in vitro. inhibition, % at 35 µM. 290,000 compounds, 0.36% hits. AID 2006; in the data active means inhibition above about 50%, passing the limit was not always enough; further: strong numbers were not always called active
# * = called active by the depositor; . = no result given; [ ] = dose if it differs, or a comment. This is a subset; rates above refer to the full screens.
mol,M18AAP inhibitor,MEKK3 PB1 HTS,MEKK2 WT-MEK5,pCIP destab,MEKK2mut PB1 HTS,IDE inh,NALP1 inh,IDE cell activ,SUMO HTRF inh
COc1cc(OC)c(C2=NOC(C(=O)NCCc3ccccc3)C2)cc1Cl (stereo not given),-8,106,106,-1,12,0,4,5,-8
O=C(NCc1ccc(Cl)cc1)c1cnccn1,2,95,99,-15,-1,0,9,-4,18
CN(C)/C(=N\S(=O)(=O)c1ccccc1)c1ccc([N+](=O)[O-])cc1,-3,113,104,-9,0,0,19,7,9
Nc1cc(S(=O)(=O)Nc2ccc(Cl)cc2)ccc1N1CCOCC1,4,92,92,-1,-12,1,0,3,-12
CCOc1ccc(-n2nnc3c(=O)n(CC(=O)N4CCCc5ccccc54)cnc32)cc1,4,104,105,-1,3,1,17,-1,3
CCC(=O)NC(NC(=S)Nc1ccccc1Br)C(Cl)(Cl)Cl (stereo not given),-4,88,89,4,-5,2,11,2,-4
Cc1cnc(NC(=O)c2ccc(OCC3CCCO3)cc2)s1 (stereo not given),4,103,92,4,-13,4,-2,6,14
O=C(Cc1cc(C(=O)O)c2ccccc2n1)Nc1ccccc1,-7,101,92,17,-2,-4,1,10,10
C=CCN1C(=O)/C(=C/C(=O)OC)S/C1=N\NC(=O)c1ccccc1,1,100,105,-6,6,0,-4,.,8
OCC1(CCc2ccccc2)CCN(Cc2cnc(N3CCCC3)s2)CC1,-6,102,110,-27,12,8,12,-4,10
CC1=C(C(=O)OC(C)(C)C)C(c2ccco2)C(C#N)=C(N)O1 (stereo not given),-2,97,102,-9,-1,-3,3,2,20
NC(=O)c1cc(NC(=O)c2ccc(NS(=O)(=O)c3cccs3)cc2)cc(C(N)=O)c1,2,93,86,-1,-15,3,.,1,7
COC(=O)CSc1nnc(-c2cccs2)n1-c1ccc(Cl)cc1,-3,112,109,4,5,-1,2,2,2
O=c1c2ccccc2nc2c3ccccc3cnn12,1,110,105,-12,-2,-8,1,7,29
COc1ccc(-c2cc(C(F)F)n3ncc(C(=O)Nc4cnn(Cc5ccccc5)c4)c3n2)cc1,0,105,104,-8,2,3,11,.,7
CCN(CC)C1CC(=O)N(c2cccc(C)c2)C1=O (stereo not given),-1,92,91,-9,-1,-4,90*,.,9
CS(=O)(=O)Nc1ccc2c(c1)ncn2CCc1ccccc1,0,102,109,2,1,-1,17,3,5
Cc1cc(NC(=O)CSc2nnc(C3COc4ccccc4O3)n2N)no1 (stereo not given),16,97,94,-8,-4,5,14,-1,15
Cn1cccc1C(=O)C(=O)Nc1ccccc1C(F)(F)F,-3,100,95,-12,-4,1,7,4,-3
Cc1nn(-c2ccccc2)c(C)c1NC(=O)COc1ccc(Cl)cc1Cl,-6,104,103,-4,-1,3,31,-1,-22
CCN(c1cccc(C)c1)S(=O)(=O)c1ccc(-n2cccn2)cc1,-3,98,95,-12,-4,-2,2,2,0
CCOC(=O)CSc1ccc(S(=O)(=O)N(C)C2CCCCC2)cc1[N+](=O)[O-],-18,90,91,-22,-6,-3,1,4,-11
COc1ccc(-c2nc(CN3CCN(c4ncccn4)CC3)c(C)o2)cc1C,-7,103,88,5,-15,1,-3,0,-10
CC(=O)OCC1=C(C(=O)O)N2C(=O)C(NC(=O)c3ccc(COc4ccc(Cl)cc4)o3)C2SC1 (stereo not given),17,96,95,-4,-6,9,4,3,2
CC1(C)CC(=O)C(C(O)c2ccccc2)C(C)(C)N1 (stereo not given),3,101,100,-7,1,1,0,-5,2
CCn1c(CCNC(=O)c2cccs2)nnc1SCC(=O)NC1CCCCC1,-8,1.0*[inhibitor],0.0*[inhibitor],-6,-41,1,11,1,2
CCOc1ccc(OCC)c(S(=O)(=O)N2CCCCC2C)c1 (stereo not given),-6,103,100,-7,-2,-1,9,7,0
O=C(O)CC1COc2ccccc2N1S(=O)(=O)c1ccc(Br)cc1 (stereo not given),0,98,99,3,0,1,12,-2,-5
CCOc1ccc(NC(=S)NCCCN2CCN(c3ccc(OC)cc3)CC2)cc1,-13,115,140*,8,8,-1,12,1,5
CN(C(=O)CSc1ccccc1C(=O)O)C1CCCCC1,1,79,85,-2,-13,4,0,-3,6
CCOC(=O)C1=C(C)N(CC)C(=S)NC1c1ccc(Cl)cc1 (stereo not given),0,96,99,-8,4,5,-11,1,2
CC(C)C1=CC(=NS(=O)(=O)c2cccc([N+](=O)[O-])c2)C=C(C(C)C)C1=O,-10,103,98,-5,3,-1,9,1,-1
CC(=O)N1c2ccc(S(=O)(=O)N3CCCC3)cc2CC1C(=O)NCc1ccccc1F (stereo not given),4,95,101,-6,1,3,4,3,0
Cc1cc(=O)n2nc(N3CCCC(C(=O)NC4CCCCC4C)C3)sc2n1 (stereo not given),2,97,96,-4,3,5,2,0,-4
Cn1cnc(S(=O)(=O)N2CCN(c3cccc(Cl)c3)CC2)c1,-3,102,100,1,0,9,24,0,8
CS(=O)(=O)NCCCCNc1ccc(C(F)(F)F)cc1[N+](=O)[O-],-2,104,101,-1,2,7,-9,2,3
Cc1cc(NS(=O)(=O)c2ccc(NC(=S)NC(=O)c3ccc(F)cc3)cc2)no1,-3,97,102,4,-3,-4,9,3,-1
CCS(=O)(=O)N1CCC(C(=O)NCCCN2CCCC2)CC1,6,93,92,6,-7,-15,7,2,-1
Cc1cc(-c2ccccc2)c2nncn2n1,1,109,102,2,2,-1,26,3,15
CN1CCN(C(=O)c2cc3c(=O)n4ccccc4nc3s2)CC1,29*,102,102,12,11,7,3,1,19
N#Cc1ccsc1NC(=O)COC(=O)c1cc2ccccc2cc1O,-2,100,94,27,-1,1,16,5,26
Cc1ccc(C(=O)Nc2ccc(C(=O)N/N=C/c3ccncc3)cc2)cc1,5,98,94,-4,-6,3,-15,.,-6
COc1ccc(CC(=O)NC(C)c2ccc(S(N)(=O)=O)cc2)cc1S(=O)(=O)N1CCOCC1 (stereo not given),2,99,104,-14,5,-2,12,5,1
CCOC(=O)c1sc2nc(C)cc(C)c2c1NC(=O)c1ccco1,7,106,103,-19,3,2,14,2,2
CCOCCCNC(=O)CN1C(=O)CSc2ccc(S(=O)(=O)N3CCOCC3)cc21,0,96,95,-9,2,7,3,-2,-3
Cc1ccc(CN2CCN(CCC(C)C)C(CCO)C2)s1 (stereo not given),-2,97,95,-6,4,-6,-16,3,3
CCCCN(C)C(=O)C1CCN(Cc2cccnc2)CC1,-2,112,118,-5,27*,6,-4,2,9
O=S(=O)(Nc1ccc(N2CCOCC2)cc1)c1ccc(F)cc1F,-1,67,73,8,-14,5,-6,3,-31
O=C(NCC(c1ccco1)N1CCCCC1)c1ccc(OCc2ccccc2)cc1 (stereo not given),5,80,100,-9,-9,1,0,-3,-18
CNC(=S)Nc1ccc([N+](=O)[O-])cc1C,4,106,105,4,5,3,5,4,0
CCCC1Oc2ccccc2C(=O)N(CC(=O)c2ccc3c(c2)OCCO3)C1=O (stereo not given),-2,102,97,-2,0,2,20,5,.
CCCCC(=O)NC1(C(F)(F)F)C(=O)Nc2c1c(=O)n(C)c(=O)n2C (stereo not given),2,97,100,0,-1,3,14,5,9
Clc1cccc(CN2COc3c(cc(Cl)c4cccnc34)C2)c1,0,96,107,-5,0,0,125*,.,-22
COc1ccc(CNC(=O)CCN2C(=O)c3ccccc3C2=O)cc1OC,2,98,97,-5,3,0,9,4,5
NC(=O)C1(N2CCCCC2)CCN(C(=O)CCCn2c(=O)[nH]c3ccsc3c2=O)CC1,.,112,116,-3,14,-5,-4,4,16
C/C(CC(=O)NC(C)(C)C)=N\NC(N)=S,19,103,105,-13,9,7,8,2,29
COc1ccc(Nc2nc(C)cc(C)c2C(N)=O)c(OC)c1,0,106,103,-21,5,-3,25,2,31
NC(=O)c1cc(NC(=O)CCNS(=O)(=O)c2cccc(C(F)(F)F)c2)cc(C(N)=O)c1,-3,98,100,1,8,2,-4,-5,1
COc1cc(S(=O)(=O)N2CCOCC2)ccc1NC(=O)CSc1n[nH]c(=O)[nH]c1=O,-14,107,100,0,1,-8,8,5,14
CN1CCCC(OC(=O)c2ccc3c(c2)OCCO3)C1 (stereo not given),-2,91,102,-3,6,.,-10,-5,-2

# The list continues:
mol,M18AAP inhibitor,MEKK3 PB1 HTS,MEKK2 WT-MEK5,pCIP destab,MEKK2mut PB1 HTS,IDE inh,NALP1 inh,IDE cell activ,SUMO HTRF inh
CCCCNC(=S)N/N=C1\C(=O)c2cccc3cccc1c23,-9,71*[inhibitor],74,-7,-5,5,-3,-3,-10
COC(=O)C(NS(=O)(=O)c1ccc(NC(C)=O)cc1)C(C)C (stereo not given),-1,94,89,0,-5,0,-2,-1,21
CC(=O)OC(C)(CCC(C)(OC(C)=O)C(C)=O)C(C)=O (stereo not given),-9,99,98,-12,0,.,18,1,12
O=C(NC(=S)NCCC1=CCCCC1)c1cccnc1,5,106,94,3,4,2,-9,3,-12
CC(=O)NCCc1nc2cc(NC(=O)c3ccccc3)ccc2n1C,-5,103,107,4,5,-5,-5,6,-1
Cc1cccc(C)c1NC(=O)N1CCN(c2nc3ccccc3s2)CC1,-13,99,96,-23,-2,0,17,-12,18
Cc1c(Cl)cn2c(=O)cc(CN(C)Cc3nc4ccccc4c(=O)[nH]3)nc2c1Cl,-5,102,97,-26,-2,4,-10,.,10
O=S(=O)([O-])CCC[n+]1ccc(Oc2ccccc2)cc1,-3,104,107,-8,10,.,0,0,4
CC(/C=C1\SC(=S)N(C(C(=O)O)C(C)C)C1=O)=C\c1ccccc1 (stereo not given),-10,95,86,-4,-14,5,11,0,19
COCCNS(=O)(=O)c1cc(OC)ccc1OC,-2,107,100,-1,7,10,15,-3,11
O=C(NCc1cccs1)c1cc(-c2ccccc2)nc2ccccc12,-6,110,100,0,3,0,17,-1,-8
CCCC(=O)Oc1ccc(C2NC(=O)c3ccccc3O2)cc1OC (stereo not given),0,103,100,-1,4,8,-15,8,-1
CC1(C)OC(=O)N(c2ccccn2)C1(C)O (stereo not given),-2,100,106,1,1,3,-7,0,-11
CC1(C)CC(=O)c2cnc(N3CCc4ccccc4C3)nc2C1,1,100,101,-9,2,1,-10,-2,-6
CCc1sc(-c2ccccc2)nc1C(=O)OC,1,105,105,-4,5,-1,15,10,4
CC(C)CC(=O)NC(NCC1CCCO1)C(Cl)(Cl)Cl (stereo not given),-1,102,102,-9,0,0,38,2,18
COCCc1nc2ccc(C(=O)N(C)Cc3cccc(-n4cccn4)c3)cc2o1,-1,100,107,6,6,3,-4,6,2

# For reference, some entries already given.
mol,M18AAP inhibitor,MEKK3 PB1 HTS,MEKK2 WT-MEK5,pCIP destab,MEKK2mut PB1 HTS,IDE inh,NALP1 inh,IDE cell activ,SUMO HTRF inh
CC(C)C1=CC(=NS(=O)(=O)c2cccc([N+](=O)[O-])c2)C=C(C(C)C)C1=O,-10,103,98,-5,3,-1,9,1,-1
CC(=O)N1c2ccc(S(=O)(=O)N3CCCC3)cc2CC1C(=O)NCc1ccccc1F (stereo not given),4,95,101,-6,1,3,4,3,0
Cc1cc(=O)n2nc(N3CCCC(C(=O)NC4CCCCC4C)C3)sc2n1 (stereo not given),2,97,96,-4,3,5,2,0,-4
Cn1cnc(S(=O)(=O)N2CCN(c3cccc(Cl)c3)CC2)c1,-3,102,100,1,0,9,24,0,8
